NCI-60 one-dose screen, 48 h, at 10 µM unless noted. Numbers give growth in % (100 = growth as untreated, 0 = no growth, -100 = all killed).
HL-60(TB) – HL-60(TB) leukemia cells | actives 9% (n = 78,000); active = growth percent below 10
Active calls of the source: *; & = joins results of further samples.

`CCN(CC)C(=O)c1ccccc1-c1ccccc1C(=O)O` gave HL-60(TB) 83.
O=C(NCCNc1nccc(-c2c(-c3ccc(F)cc3)nc3sccn23)n1)c1cc(N2CCOCC2)cc(C(F)(F)F)c1 was read as HL-60(TB) 107.
For Nc1nc(-c2cccc([N+](=O)[O-])c2)c(N=Nc2ccccc2Cl)s1 the results were HL-60(TB) 94.
Screening O=C(N/N=C\c1ccccc1O)C1CC1 returned HL-60(TB) 101.
`C[C@@H]1CN(c2c(F)c(F)c3c(=O)c(C(=O)O)cn(C4CC4)c3c2F)C[C@H](C)N1` gave HL-60(TB) 97.
COc1cc(NC(C)=O)c2ncccc2c1Br was read as HL-60(TB) 105.
`Cc1ccc2[nH]c(=O)c([N+](=O)[O-])c(N=[N+]=[N-])c2c1` gave HL-60(TB) 80.
`COc1ccc(C(=O)c2cc3c(N)c(C(=O)Nc4cccc(OC)c4)sc3nc2C)cc1` gave HL-60(TB) -44*.
COc1ccc(CN2CC(C#N)C(O)C2=O)cc1OC (stereo unspecified) was read as HL-60(TB) 84.
`CCCCCCCCCC(=O)Oc1ccc(/C(=C(/C)Cc2cccc(OC)c2)c2ccc(OCCN(C)C)cc2)cc1` gave HL-60(TB) 112.
CC1(CNC(=O)C(=O)NCC2(C)CO2)CO1 (stereo unspecified) was read as HL-60(TB) 68.
Screening O=C(CCCCCCN1CC(=O)N2[C@@H](c3ccc(Cl)cc3)c3[nH]c4ccccc4c3C[C@H]2C1=O)NO returned HL-60(TB) 47.
CS(=O)(=O)c1ccc(C(=O)N/N=C/c2ccc(Cl)cc2)cc1 was read as HL-60(TB) 48.
Screening COc1cccc(Oc2nc(Nc3ccc(N4CCOCC4)cc3)ncc2NC(N)=O)c1 returned HL-60(TB) 98.
Screening C(/C=C/c1ccccc1)=Nc1ccc(CCc2ccc(N=C/C=C/c3ccccc3)cc2)cc1 returned HL-60(TB) 43.

6 structures already listed, ordered by formula weight, lowest first.
CC1(CNC(=O)C(=O)NCC2(C)CO2)CO1 (stereo unspecified) was read as HL-60(TB) 68.
`Cc1ccc2[nH]c(=O)c([N+](=O)[O-])c(N=[N+]=[N-])c2c1` gave HL-60(TB) 80.
COc1ccc(CN2CC(C#N)C(O)C2=O)cc1OC (stereo unspecified) was read as HL-60(TB) 84.
COc1cc(NC(C)=O)c2ncccc2c1Br was read as HL-60(TB) 105.
CS(=O)(=O)c1ccc(C(=O)N/N=C/c2ccc(Cl)cc2)cc1 was read as HL-60(TB) 48.
Screening C(/C=C/c1ccccc1)=Nc1ccc(CCc2ccc(N=C/C=C/c3ccccc3)cc2)cc1 returned HL-60(TB) 43.

Remaining list, next part:
`CCN(CC)S(=O)(=O)c1cccc([N+](=O)[O-])c1` gave HL-60(TB) 96.
`C=C1[C@@H](C)[C@H]2[C@H](Cc3ccccc3)NC(=O)[C@]23OC(=O)/C=C/[C@H](OC(C)=O)CCC[C@@H](C)C/C=C/[C@H]3[C@@H]1OC(C)=O` gave HL-60(TB) 94.
Cc1ccc(NC(=O)CSc2nc3ccccc3nc2C)cc1 was read as HL-60(TB) 78.
For Cc1ccc(S(=O)(=O)N2CCc3c([nH]c4ccccc34)C2c2ccc(C=O)cc2)cc1 (stereo unspecified) the results were HL-60(TB) 101.
For CNCCn1c2ccccc2c2nc3cc(C)c(C)cc3nc21 the results were HL-60(TB) 73.
`NC(=Nc1cccc2ccccc12)SCCSC(N)=Nc1cccc2ccccc12` gave HL-60(TB) 78.
Screening O=C(COc1ccc(Cl)cc1)OCCCl returned HL-60(TB) 83.
Screening CCCCCCCO returned HL-60(TB) 114.
For Fc1ccc(-c2nc(C(Cl)Cl)nc3cc(-c4ccccc4)nn23)cc1 the results were HL-60(TB) -8.8*.
`COc1ccc(/C=C/C(=O)c2ccc(NC(=O)CN3CCN(c4cc5c(cc4F)c(=O)c(C(=O)O)cn5C4CC4)CC3)cc2)cc1` gave HL-60(TB) 123.
Screening NCc1ccncc1 returned HL-60(TB) 118.
`CNC(=O)c1cc(-n2ccc3cc(NC(=S)Nc4ccc(Cl)c(Cl)c4)ccc32)ccn1` gave HL-60(TB) 43.
`CN(C)/C=C1\CC2C(=O)N(Cc3ccccc3Cl)C(N(C)C)N2C1=O` (stereo unspecified) gave HL-60(TB) 109.
CC1OC(=O)C(C)C1=O (stereo unspecified) was read as HL-60(TB) 89.
For O=C(NCCn1cc(C(O)c2cn(Cc3ccccc3)c3ccccc23)nn1)c1ccc(Cl)cc1 (stereo unspecified) the results were HL-60(TB) 88.

Reprinted from the listing for reference:
CC1OC(=O)C(C)C1=O (stereo unspecified) was read as HL-60(TB) 89.
For O=C(NCCn1cc(C(O)c2cn(Cc3ccccc3)c3ccccc23)nn1)c1ccc(Cl)cc1 (stereo unspecified) the results were HL-60(TB) 88.

(further entries)
Screening CCCCCNC(C)(C)COC(=O)c1ccc([N+](=O)[O-])cc1 returned HL-60(TB) 103.
O=C(NCCO)c1ccc2c(c1)nc(Nc1cccc(Cl)c1)c1ccncc12 was read as HL-60(TB) 108.
`COC(=O)c1nc(=S)[nH]c(C(=O)OC)c1C(=O)c1ccc(OC)cc1` gave HL-60(TB) 107.
Screening C#CCN1C(=O)/C(=c2\sc3n(c2=O)C2C(NN=3)N(CC)C(=O)N2CC)c2ccccc21 (stereo unspecified) returned HL-60(TB) -29*.
For Clc1ccc2oc3c(NCCCn4ccnc4)c4ccccc4nc3c2c1 the results were HL-60(TB) 29.
Screening NC(=S)NNC1CCCCC1 returned HL-60(TB) 67.
Screening CCN1CCN(CCNc2nccc(-c3c(-c4ccc(F)c(O)c4)nc4occn34)n2)S1(=O)=O returned HL-60(TB) 1.1*.
Screening COc1ccc2nc3ccccc3c(NCCNCCO)c2c1 returned HL-60(TB) 6.2*.
For CCCC1=C(C(=O)OCC)C(c2ccc(OC)cc2)NC(=O)N1 (stereo unspecified) the results were HL-60(TB) 91.
`COC1=CC(=N/Cl)/C=CC/1=N/Cl` gave HL-60(TB) 106.
For O=S(=O)(O)c1cc(O)c2ccccc2c1 the results were HL-60(TB) 104.
Screening O=C(Nc1ccccc1Cl)N1CCOCC1 returned HL-60(TB) 144.
C/C(=C/c1ccccc1)C(=O)O was read as HL-60(TB) 72.
Screening O=C(NC1CC1)C1CN(c2cccc(Cl)c2)N(c2cccc(Cl)c2)C1=O (stereo unspecified) returned HL-60(TB) 95.
For CCCCCCCCCC(=O)Oc1ccc(/C(=C(/C)Cc2cccc(OC)c2)c2ccc(OCCN3CCOCC3)cc2)cc1 the results were HL-60(TB) 94.

Next part, starting with the last three of the part before.
C/C(=C/c1ccccc1)C(=O)O was read as HL-60(TB) 72.
Screening O=C(NC1CC1)C1CN(c2cccc(Cl)c2)N(c2cccc(Cl)c2)C1=O (stereo unspecified) returned HL-60(TB) 95.
For CCCCCCCCCC(=O)Oc1ccc(/C(=C(/C)Cc2cccc(OC)c2)c2ccc(OCCN3CCOCC3)cc2)cc1 the results were HL-60(TB) 94.
Screening COc1ccc(C(=O)NC(=O)Nc2ccc3c(c2)NC(=O)/C3=C\c2[nH]c(C)c(CCC(=O)O)c2C)c(F)c1 returned HL-60(TB) 43.
C[C@H]1CCC/C=C/[C@@H]2C[C@H](O)C[C@H]2[C@H](O)/C=C/C(=O)O1 was read as HL-60(TB) -23*.
`COc1cc(C(=O)N2CCOCC2)cc(OC)c1OC` gave HL-60(TB) 121&80.
Screening CN(CCF)c1ccc(/C=C/C(=O)c2ccc(N)cc2O)cc1 returned HL-60(TB) 58.
`NC(Cc1ccc(O)cc1)C(=O)O` (stereo unspecified) gave HL-60(TB) 85&114&79.
`Nc1ccccc1NC(=O)c1ccc(CCCC(=O)Nc2ccc(C3CC3N)cc2)cc1` (stereo unspecified) gave HL-60(TB) 25.
For COC(=O)[C@]12CCC(C)(C)C[C@H]1C1=CC[C@@H]3[C@@]4(C)C/C(=C/c5cccnc5)[C@H](O)C(C)(C)[C@@H]4CC[C@@]3(C)[C@]1(C)CC2 the results were HL-60(TB) 85.
Screening Cc1ccccc1/C=C1/SC(=O)N(CC(=O)N2CCN(c3cc4c(cc3F)c(=O)c(C(=O)O)cn4C3CC3)CC2)C1=O returned HL-60(TB) 102.
Screening COC(=O)C1=C(Nc2ccccc2)C(=O)OC12C(=O)Nc1ccc(Br)cc12 (stereo unspecified) returned HL-60(TB) 101.
For N=C1c2nc3n(c2C(=O)c2nc4n(c21)CCCC4)CCCC3 the results were HL-60(TB) 96.
Screening O=C1CN(Cc2ccc3c(c2)OCO3)NO1 returned HL-60(TB) 146&100.
For OCC1OC(n2cnc3c(NCc4ccco4)ncnc32)C(O)C1O (stereo unspecified) the results were HL-60(TB) -26*.
Screening Cc1cccc(NC(=O)c2ccccc2C)c1 returned HL-60(TB) 102.
Screening C=C(c1cc(F)c(C(=O)O)c(F)c1)c1cc2c(cc1C)C(C)(C)CCC2(C)C returned HL-60(TB) 93.
For N#Cc1c(-c2ccc(Cl)cc2)nc2n[nH]c(-c3ccc(Cl)cc3)c2c1-c1cccs1 the results were HL-60(TB) 24.
Screening O=C1OC(c2ccccc2)=N/C1=C\c1ccccc1Cl returned HL-60(TB) 118&60.
Screening Cc1ccccc1-c1cc2ccccc2c(=O)o1 returned HL-60(TB) 99.
`CC1(c2ccc(N)cc2)N=C(N)Nc2nc3ccccc3n21` (stereo unspecified) gave HL-60(TB) 98.
`Cc1ccc(-c2nc(SCC(=O)c3ccc(F)cc3)[nH]c(=O)c2C#N)cc1` gave HL-60(TB) 99.
`CSc1nncc(=O)[nH]1` gave HL-60(TB) 98&98.
CN(c1nc(CC(=O)N2CC[C@H](C(C)(C)O)C2)nc2sc3c(c12)CCCC3)C1CC1 was read as HL-60(TB) 110.
`O=C(/C=C/C12c3ccccc3C(c3ccccc31)C1C(=O)NC(=O)C12)c1ccc(I)cc1` (stereo unspecified) gave HL-60(TB) 6.9*.
COc1cc2c3c(c(=O)oc2cc1OS(=O)(=O)c1ccc(C(F)(F)F)cc1)CCCCC3 was read as HL-60(TB) 107.
`Cc1ccccc1NC(=O)N/C(N)=N/c1nc(C)c(C)s1` gave HL-60(TB) -2.6*.
`COc1cc2nc(Cl)nc(Nc3cccc(C(=O)/C=C/c4ccc5c(c4)OCO5)c3)c2cc1OC` gave HL-60(TB) 99.
Screening COc1ccc2sc(NCN3N=C(C)CC3=O)nc2c1 returned HL-60(TB) 91.
COc1cc(/C=N/Nc2nc(-c3cc(O)c(C)c(C)c3O)cs2)ccc1O was read as HL-60(TB) 98.
CCN(CC)CCC(O)c1ccc(Cl)c2ccccc12 (stereo unspecified) was read as HL-60(TB) 121.
For COc1ccc(-n2c(SCc3cc(OC)c(OC)c(OC)c3)nc3ccc(Cl)cc3c2=O)c(OC)c1 the results were HL-60(TB) 108.
O=C(Nc1ccc2c(O)cc(S(=O)(=O)O)cc2c1)c1ccc([N+](=O)[O-])cc1 was read as HL-60(TB) 75.
Clc1ccc(CN2COc3c(ccc4cccnc34)C2)cc1Cl was read as HL-60(TB) -63*.
`Cc1ccc(S(=O)(=O)NC(=O)N2CCCC2)cc1` gave HL-60(TB) 128.
`c1ccc2c[n+](C[n+]3ccc4ccccc4c3)ccc2c1` gave HL-60(TB) 103.
`Nc1ccccc1NC(=O)c1ccc(CSc2nc(N3CCOCC3)c3cccn3n2)cc1` gave HL-60(TB) -19*.
Screening Cc1cnc(SCc2ccccc2)[nH]c1=O returned HL-60(TB) 87.
Screening SCc1nc2ccccc2[nH]1 returned HL-60(TB) 109.
`c1ccc2c(c1)CCCC2C1=NCCN1` (stereo unspecified) gave HL-60(TB) 102.
`O=C(Nc1ccc2ncnc(Nc3ccc(S(=O)(=O)Nc4ccccn4)cc3)c2c1)c1cccs1` gave HL-60(TB) 92.
Cc1ccc(N=Nc2c(N)nn3cc(-c4nc5ccccc5s4)c(N)nc23)cc1 was read as HL-60(TB) 101.
For C=C1C[C@@H]2NC(=O)C(=O)N(C(c3ccccc3)c3ccccc3)[C@H]2[C@]1(C#N)CC the results were HL-60(TB) 91.
`CCC[CH2][Sn]([CH2]CCC)([CH2]CCC)[O]C(=O)c1ccc(Cl)cc1Cl` gave HL-60(TB) -33*.
For OC1c2ccccc2Oc2ccccc21 the results were HL-60(TB) 118.
CS(=O)(=O)c1ccc(-c2nc3cc(Cl)ccc3n2CC(=O)O)cc1 was read as HL-60(TB) 96.
`C=C(CN1CCc2c([nH]c3ccccc23)C1)c1ccc(C(=O)Nc2noc3ccccc23)cc1` gave HL-60(TB) 92.
N#Cc1ccc(Nc2nn3c(SCC(=O)c4ccccc4)nnc3s2)cc1 was read as HL-60(TB) 93.
Screening O=C1CCCc2cc(OCCCC(=O)N3CCCCC3)ccc2N1 returned HL-60(TB) 106.
c1ccc(CCN2CCCCC2)cc1 was read as HL-60(TB) 90.
COC(=O)c1c(C(=O)OC)c2n(CC(=O)Nc3cccc4cccnc34)c3ccccc3n2c1C(=O)c1ccc(OC)cc1 was read as HL-60(TB) 92.
`COc1cc(C(=O)C[n+]2cccc3ccccc32)cc(OC)c1OC` gave HL-60(TB) 93.
O[C@H](c1cc(C(F)(F)F)nc2c(C(F)(F)F)cccc12)[C@@H]1CCCCN1 was read as HL-60(TB) 51&53.
Screening Cc1cc(C)c(CCCC(=O)c2c(C)cc(C)cc2C)c(C)c1 returned HL-60(TB) 120.
`CCC(CCC(C)C1CCC2C3CC=C4CC(O)CCC4(C)C3CCC12C)C(C)C` (stereo unspecified) (tested in a mixture with another compound) gave HL-60(TB) 83.
For O=C(CSc1ccc(-c2ccc(Br)cc2)nn1)Nc1nc2ccccc2[nH]1 the results were HL-60(TB) 96.
Screening Cc1nc(Nc2ccc(OCCCBr)cc2)c2cnn(-c3ccccc3)c2n1 returned HL-60(TB) 98.
For O=C(/C=C/C=C/c1ccc2c(c1)OCO2)N1CCCCC1 the results were HL-60(TB) 93&100.

Only part of the results is shown; rates above refer to the full screens.
